cardiac RTF act = cardiac RTF calcium sensitivity activators, primary screen, biochemical, IANBD-TnC fluorescence, EC20 calcium; activation, % at 7.2 µM; hit rate 0.24% among 340,000; Troponin I, cardiac muscle (Homo sapiens) + Troponin T, cardiac muscle (Homo sapiens) + …; IANBD-labeled TnC RTF fluorescence at EC20 calcium; 0% EC20 calcium, 100% full calcium;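 active = activation above the mean over all tested compounds plus 3 SD, cut at about 30% in these data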;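 also: rise in fluorescence read as greater calcium sensitivity of cardiac thin filaments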
MOR-DOR inv ag = inverse agonists of MOR-DOR heterodimerization, primary screen, cell-based, luminescence; Mu-type opioid receptor (Homo sapiens) + Delta-type opioid receptor (Homo sapiens), …; hit rate 0.21% among 340,000; cell-based MOR-DOR heterodimer luminescence, inverse agonism; inhibition, % at 9.3 µM; in the data active = inhibition above about 22%, passing the limit was not always enough;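 also: 0% = cells with DMSO and 100% = wells without cells with DMSO; values of inactives mirror those of a sister screen read the other way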
Arr AP2 block = inhibitors of beta-arrestin/AP2 binding, primary screen, biochemical, GPCR trafficking, flow cytometry; beta-arrestin 1 C-terminal peptide binding to AP2 beta2-adaptin appendage (human); FITC-arrestin peptide / GST-AP2 beads; AP2 beta2 appendage carries R879A mutation; hit rate 0.31% among 340,000; inhibition, % at 10 µM;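 active = inhibition above a set limit, near 3 SD of compounds lacking own fluorescence, cut at about 54% in these data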;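 also: plate controls were DMSO wells for no effect and 5 µM unlabelled arrestin peptide for full effect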
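System: GST-AP2 R879A glutathione beads | Also added: FITC-arrestin peptide, 50 nM | Times: 12 min plus 1 h, RT | Signal: Bead flow cytometry, FITC channel | Buffer or medium: PBS with 0.05% Tween 20 and 0.1% BSA | Read-out basis: Percent drop in bead-associated FITC signal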
Wnt act = Wnt/beta-catenin pathway activators, primary screen, cell-based, plate reader, single point; activation, % at 9.35 µM; hit rate 1.2% among 300,000; Wnt/beta-catenin reporter cell assay, activator; in the data active = activation above about 30%, passing the limit was not always enough;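 also: 0% = neutral control wells and 100% = positive control wells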
DSG3 Ab inh = inhibitors of pemphigus antibody binding to DSG3, primary screen, biochemical, bead-based, flow cytometry, scFv-GFP. DSG3-coupled beads, scFv-anti-DSG3-GFP binding; active compounds read low. binding (percent of control), % at 10 µM. Desmoglein-3 (Homo sapiens), P32926. hit rate 0.48% among 310,000;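 active = binding more than 3 SD below its plate's average and above zero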;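 also: hits lower antibody fragment binding to DSG3; some compounds called inactive have numbers as strong as hits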
Target sequence (P32926 whole entry, looked up, the tested form may be a part): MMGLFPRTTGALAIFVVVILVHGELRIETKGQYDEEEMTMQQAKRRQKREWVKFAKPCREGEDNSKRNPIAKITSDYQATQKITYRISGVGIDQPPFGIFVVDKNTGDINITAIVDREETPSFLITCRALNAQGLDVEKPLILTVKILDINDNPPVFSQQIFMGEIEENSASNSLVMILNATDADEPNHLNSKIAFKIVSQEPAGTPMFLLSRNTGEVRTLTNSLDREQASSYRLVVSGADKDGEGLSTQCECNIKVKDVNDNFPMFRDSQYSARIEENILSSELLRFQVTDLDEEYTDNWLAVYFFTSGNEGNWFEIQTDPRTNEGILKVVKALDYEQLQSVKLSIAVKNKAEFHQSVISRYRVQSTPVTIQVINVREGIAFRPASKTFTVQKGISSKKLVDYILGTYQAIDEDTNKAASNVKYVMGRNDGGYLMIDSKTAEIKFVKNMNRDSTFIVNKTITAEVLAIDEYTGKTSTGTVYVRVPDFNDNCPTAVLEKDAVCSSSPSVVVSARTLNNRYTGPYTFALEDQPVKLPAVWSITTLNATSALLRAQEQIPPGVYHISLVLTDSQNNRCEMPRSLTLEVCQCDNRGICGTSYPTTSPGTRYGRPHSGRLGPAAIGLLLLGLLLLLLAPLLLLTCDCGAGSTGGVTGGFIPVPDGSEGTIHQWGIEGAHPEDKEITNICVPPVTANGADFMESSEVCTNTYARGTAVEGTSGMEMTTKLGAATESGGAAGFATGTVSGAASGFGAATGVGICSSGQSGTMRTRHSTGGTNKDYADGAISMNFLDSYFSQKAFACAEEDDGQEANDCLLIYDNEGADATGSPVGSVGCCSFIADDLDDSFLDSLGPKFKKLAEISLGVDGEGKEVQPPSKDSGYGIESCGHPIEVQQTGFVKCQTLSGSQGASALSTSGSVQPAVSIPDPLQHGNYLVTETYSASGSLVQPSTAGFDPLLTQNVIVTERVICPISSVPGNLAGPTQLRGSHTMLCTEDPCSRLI
Keap1 Nrf2 FP = Keap1-Nrf2 protein-protein interaction inhibitors, primary screen, biochemical, fluorescence polarization, single point; Kelch-like ECH-associated protein 1 (Homo sapiens), Q14145; Keap1 Kelch-Nrf2 peptide fluorescence polarization, 1536-well; inhibition, % at 9.4 µM; hit rate 0.15% among 340,000; AID 504523, 2011; in the data active = inhibition above about 12%;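 also: human Keap1 Kelch domain with fluorescein labeled Nrf2 9mer peptide probe; 0% = neutral control wells and 100% = peptide positive control; higher means more block of Keap1 binding to Nrf2 peptide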
LANA DNA inh = inhibitors of KSHV C-LANA binding to DNA, primary screen, biochemical, fluorescence polarization, FAM-LBS DNA, MBP-C-LANA, single point; Kaposi's sarcoma herpesvirus LANA C-terminal domain (residues 932-1162) DNA binding; inhibition, % at 9 µM; hit rate 0.078% among 340,000; AID 504423, 2011;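 active = highest replicate inhibition at or above 60% at 9 µM, even if other replicates fall short; inactive = all replicates below 60% inhibition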;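 also: 0% = neutral control wells and 100% = 4 µM acridine orange control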
Cardiac RTF inh = cardiac RTF calcium sensitivity inhibitors, primary screen, biochemical, IANBD-TnC fluorescence, EC70 calcium; Troponin I, cardiac muscle (Homo sapiens) + Troponin T, cardiac muscle (Homo sapiens) + …; IANBD-labeled cardiac RTF, Ca2+ fluorescence; inhibition, % at 7.15 µM; hit rate 0.12% among 340,000; AID 493244, 2011;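 active = inhibition above the mean inhibition of all tested compounds plus 3 SD, cut at about 17% in these data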;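 also: assay run at fixed EC70 calcium of 1.6 mM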
MOR-DOR ag = agonists of OPRM1-OPRD1 heterodimerization, primary screen, cell-based, luminescence | activation, % at 9.3 µM | Mu-type opioid receptor (Homo sapiens) + Delta-type opioid receptor (Homo sapiens), … | hit rate 0.3% among 340,000 | cells; in the data active = activation above about 18%;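 also: 0% = vehicle-treated cells and 100% = reference agonist; values of inactives mirror those of a sister screen read the other way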
V-ATPase pH = regulators of yeast V-ATPase proton pumping, primary screen, pHLuorin cytosolic pH fluorescence | response, % at 10 µM | AID 504577, 2011 | S. cerevisiae | hit rate 0.37% among 350,000; in the data active = response mostly above about 7.3%, no sharp cut-off; inactive = mostly below about 5.4%; also: actives read high; inactives centre near 0; some compounds called inactive have numbers as strong as hits; reference of the scale not given here
Active calls of the source: *; nt = not tested or not shown.

SMILES | cardiac RTF act | MOR-DOR inv ag | Arr AP2 block | Wnt act | DSG3 Ab inh | Keap1 Nrf2 FP | LANA DNA inh | Cardiac RTF inh | MOR-DOR ag | V-ATPase pH
O=C(CNCC1CCCO1)N1CCCCCC1 (centres undefined) | 12.3 | -12.5 | 5.3 | -2.5 | 105.8 | -4.7 | -1.0 | -6.9 | 2.4 | 0.0
COc1ccc(OC)c(N2CC(O)=C(c3nc4ccccc4s3)C2=N)c1 | 14.6 | 6.7 | 2.6 | nt | 104.8 | -5.3 | -0.2 | -4.0 | -1.2 | 0.0
CNC(=O)C1=C(C)n2c(nc3ccccc32)NC1c1ccc(OC)cc1 (centres undefined) | 0.5 | 1.9 | 8.0 | 2.9 | 109.5 | 6.0 | -2.0 | 2.2 | -0.3 | 3.6
Cc1ccc2nc3c(cc(S(=O)(=O)c4ccccc4)c(=N)n3Cc3ccco3)c(=O)n2c1 | 2.0 | 11.6 | 25.7 | 26.7 | 90.3 | -1.9 | 2.8 | -7.4 | -2.5 | -2.6
COc1ccc(C(=O)Nc2ccc3c(c2)CCCN3C(=O)c2cccs2)c(OC)c1 | -2.4 | 3.8 | 17.4 | 1.6 | nt | 3.8 | 0.2 | -3.1 | -0.8 | -4.4
C=CCOC(=O)c1ccc(-n2cncn2)nc1 | 11.3 | 5.0 | 7.2 | -2.8 | 90.8 | -4.2 | -1.3 | 0.4 | -0.9 | -2.4
O=C(N/N=C/c1ccccc1)c1ccc2c(c1)OCO2 | -0.3 | 12.0 | -6.0 | 13.5 | 89.7 | -2.4 | 1.8 | -0.7 | -2.6 | -0.9
Cc1ccc(S(=O)(=O)NCC(=O)OCC(=O)Nc2ccc3c(c2)OCCO3)cc1 | 6.6 | 4.9 | 0.7 | 6.5 | 98.4 | 32.0* | 26.8 | -19.2 | -0.9 | 1.7
CCOC(=O)C1=C(C)NC(C)=C(C(=O)OCC)C1C(=O)OCC(=O)NCc1ccc(F)cc1 | -0.6 | 8.5 | 4.7 | -10.2 | 97.1 | -2.1 | -0.5 | -5.9 | -2.2 | 2.6
CC(C)c1cc(-c2cc(C(=O)NCc3ccccc3)on2)nc(NC2CCCC2)n1 | 5.5 | -0.5 | 1.3 | -4.8 | 86.9 | -7.0 | 1.1 | 0.0 | 0.1 | -3.7
CCCC(=O)Nc1c(-c2ccccc2Cl)c(=O)c2ccccc2n1C | -3.2 | 1.2 | -7.6 | -1.8 | 98.8 | -3.0 | -1.2 | -6.0 | -0.3 | 1.3
O=C1CSC(c2ccccc2F)N1CCN1CCCCC1 (centres undefined) | 0.5 | 7.6 | 3.3 | -5.0 | 102.9 | 0.9 | -0.9 | -7.0 | -1.5 | 1.2
COc1cc(/C=C2/C(=N)N3N=C(CC(=O)N4CCOCC4)SC3=NC2=O)ccc1OCc1ccccc1F | 0.3 | 17.5 | -14.2 | nt | 81.2 | -5.5 | 0.7 | 2.0 | -3.5 | -1.1
CCN(CC)C(=O)COC(=O)C1=NN(c2cc(C)ccc2C)C(=O)CC1 | -9.0 | 14.4 | -3.6 | -4.1 | 93.2 | 0.5 | 1.2 | -0.6 | -2.3 | -4.5
Cc1cccc(OCc2nc(C#N)c(N3CC(C)CC(C)C3)o2)c1 (centres undefined) | 5.3 | -13.3 | -0.9 | -4.3 | 106.0 | 0.0 | -1.1 | -13.2 | 2.6 | -1.8
COc1cccc(CNC(=O)CCC2CCCN(C(=O)c3ccoc3C)C2)c1 (centres undefined) | 1.8 | 3.4 | -5.3 | -0.2 | 101.7 | -3.5 | -1.4 | 10.6 | -0.7 | 1.3
CC(C)OCCCNC(=O)CN1C(=O)/C(=C/c2ccccc2F)Oc2ccccc21 | 2.7 | 19.3 | 3.6 | 2.4 | 96.1 | -2.6 | 2.3 | -8.1 | -4.3 | -0.1
COc1ccc(NS(=O)(=O)c2cccc(C(=O)NNC(=O)c3ccc(NC(C)=O)cc3)c2)cc1 | -4.6 | 15.4 | 3.1 | -3.9 | 122.5 | 1.3 | -1.6 | 9.8 | -2.8 | -1.9
Cc1nc(-c2ccc(Cl)cc2)sc1C1(C)CC(c2ccc(C#N)cc2)=NO1 (centres undefined) | -3.4 | -3.8 | 3.2 | -1.2 | 96.1 | -4.5 | 3.0 | -7.2 | 0.7 | 0.8
CCc1ccc(NC(=O)Cn2nc(C)n3cccc3c2=O)cc1 | 0.5 | 12.9 | -2.3 | -1.0 | 108.8 | -6.8 | 0.7 | -12.0 | -2.5 | 2.5
COC(=O)c1ccc(NC(=O)CSc2nc3cccnc3n2C)cc1 | 4.2 | 7.3 | 4.8 | -0.6 | nt | 0.5 | -1.1 | -4.1 | -1.2 | -4.5
CC1(C)CC(=O)C(C=NCCN2CCNC2=O)=C(O)C1 | 2.6 | 10.4 | -8.9 | -0.9 | 89.3 | 3.8 | 1.0 | 0.8 | -1.7 | -3.5
CC(C)CN(C(=O)CSc1ncnc2sccc12)C1CCS(=O)(=O)C1 (centres undefined) | -0.5 | -0.3 | 5.1 | -2.6 | nt | -0.4 | 0.3 | -2.6 | 0.1 | -1.6
Cc1ccc(-n2c(SCC(=O)Nc3ccc(Cl)cc3)nc(O)cc2=O)cc1 | -1.6 | 16.4 | 23.3 | 1.1 | 93.5 | 2.3 | -0.9 | -0.4 | -3.0 | -1.3
Cc1cc(OCC(=O)NCCCN2CCOCC2)cc(C)c1Cl | -0.8 | 13.4 | 30.6 | nt | 76.0 | 5.0 | -0.9 | -3.8 | -2.6 | -3.3

Next compounds
SMILES | cardiac RTF act | MOR-DOR inv ag | Arr AP2 block | Wnt act | DSG3 Ab inh | Keap1 Nrf2 FP | LANA DNA inh | Cardiac RTF inh | MOR-DOR ag | V-ATPase pH
O=C(Nc1cccc(-n2cnnn2)c1)C1CCCN(Cc2cccc(C(F)(F)F)c2)C1 (centres undefined) | -1.6 | -42.9 | 3.6 | -7.4 | nt | -4.6 | 0.6 | -0.2 | 7.5 | -1.7
COc1ccc(/C=C2/SC(=O)N(CCCCCC(=O)Nc3ccccc3C(=O)O)C2=S)cc1 | -2.2 | -6.3 | -2.1 | -7.7 | 90.2 | -3.0 | 5.9 | 15.7 | 0.9 | -0.7
CC[C@]12C(=O)N(C)C[C@H]([C@@H]3C(=O)N(Cc4ccccc4)C(=O)[C@@H]31)N2C(=O)c1ccc(Br)cc1 | 8.6 | -5.8 | 25.8 | 2.3 | 104.3 | 0.8 | 2.6 | -8.1 | 1.0 | -3.7
COc1ccc(C(=O)CC(=O)O)c2c1C=CC(C)(C)O2 | -4.3 | 22.5 | 12.7 | nt | 96.3 | -0.7 | -1.1 | -3.8 | -4.5 | -3.9
Nc1nonc1-n1nnc(C(=O)N/N=C/c2cccs2)c1CSc1ccccc1 | 0.4 | -15.1 | 28.4 | -0.4 | 95.0 | -0.9 | -0.9 | -8.6 | 2.9 | 0.5
CC(=O)C1=C(O)CC(c2ccccc2)CC1=NCCc1c(C)[nH]c2ccccc12 (centres undefined) | -0.4 | 4.3 | 3.8 | -0.7 | 102.5 | -6.2 | 0.1 | 3.6 | -0.7 | 1.0
Cc1cccc(N=C2C(=O)Nc3c(Cl)cccc32)c1 | 3.9 | 55.8* | -8.0 | -1.0 | 99.5 | 1.0 | 0.8 | -7.6 | -11.7 | 2.1
O=C(O)C1CC=CCC1C(=O)Nc1ccccc1C(=O)N1CCN(c2ccc(Cl)cc2)CC1 (centres undefined) | nt | nt | 20.9 | -2.2 | 99.5 | 0.0 | 0.3 | nt | nt | 1.7
O=C(c1ccc(F)cc1)N1CCC(C(=O)N2CCN(c3ncccn3)CC2)CC1 | -0.4 | 11.0 | 18.8 | -3.5 | 93.0 | 0.0 | -0.3 | -4.7 | -2.1 | -4.8
COc1ccc(N2CCN(C(=O)CCCC3=NS(=O)(=O)c4ccccc4N3)CC2)cc1 | 9.2 | 3.6 | 1.9 | nt | 100.4 | -4.8 | -0.1 | -14.8 | -0.7 | -2.9
O=C(O)c1cccc(N2C(=O)c3cc4cccc(Br)c4cc3C2=O)c1 | 0.2 | -1.0 | 9.9 | 1.8 | 110.0 | 2.3 | -0.2 | 2.7 | 0.2 | -2.4
Cc1ccc(NC(=O)c2ccc(CSc3nnnn3C)cc2)cc1 | -2.0 | 0.3 | 6.8 | nt | 102.6 | -3.0 | 1.3 | 10.5 | -0.1 | -2.3
Cc1ccnc(NS(=O)(=O)c2ccc(NS(=O)(=O)c3ccccc3)cc2)n1 | -5.3 | 5.8 | 20.9 | nt | 94.5 | 1.7 | -0.4 | -0.7 | -1.0 | 2.9
C=CCn1c(=O)/c(=C/c2ccc(O)cc2)s/c1=C(/C#N)c1nnc2n1CCCCC2 | 9.8 | -48.0 | -4.5 | 6.5 | 121.2 | -4.3 | -20.2 | -24.0 | 8.1 | 1.0
COc1ccc(C(C(=O)NC(C)(C)C)N(C(=O)CCC(=O)Nc2ccccn2)C2CCCCC2)cc1 (centres undefined) | -0.2 | 8.3 | -5.0 | -1.7 | 108.7 | 4.5 | -0.9 | 2.1 | -1.2 | -3.0
COc1ccc(CNCCS(=O)(=O)NN2CCOCC2)cc1 | -2.5 | 3.8 | -14.6 | -1.8 | 98.3 | 2.4 | 0.2 | -6.7 | -0.8 | -1.4
Cc1ccc(N(C)S(=O)(=O)c2cccc(C(=O)NC3=NCCS3)c2)cc1 | -1.6 | 2.3 | 5.9 | -3.5 | 105.9 | -0.8 | -1.6 | 1.4 | -0.4 | -3.5
Cc1noc(C)c1C(=O)NCC1COc2ccccc2O1 (centres undefined) | -3.6 | 14.7 | 41.7 | 1.4 | 99.5 | -0.5 | 0.4 | -5.0 | -3.6 | -3.7
COC(=O)c1ccc(NC(=O)CCc2nnc3ccc(NCc4ccco4)nn23)cc1 | 3.8 | 3.1 | 6.7 | 3.3 | nt | -9.0 | 0.9 | -5.7 | -0.6 | 5.0
NC(=O)c1cc2cc(Br)ccc2o/c1=N/NC(=O)c1cccc(F)c1 | 3.0 | 7.8 | -4.7 | -1.1 | 86.2 | -4.3 | 0.1 | -4.6 | -1.7 | -0.8

Assay outcomes from PubChem BioAssay.
